Screening results deposited in PubChem BioAssay by The Scripps Research Institute Molecular Screening Center.
OX1R antag-1: OX1R (HCRTR1) antagonists, primary screen, fluorescence, CHO/OX1R cells, Fluo-8 calcium, orexin A; Fluo-8 calcium fluorescence; inhibition, % at 5 µM; 330,000 compounds, 0.43% hits; Orexin/Hypocretin receptor type 1 (Homo sapiens), O43613; AID 434989, 2010;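 active = inhibition above its plate's threshold, mean inhibition of all tested compounds on the plate plus 3 SD, cut at about 37% in these data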;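 note: 0% = orexin A challenge wells and 100% = SB-334867-A antagonist wells; not every result past the cut was called active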
Target sequence (O43613 whole entry, looked up): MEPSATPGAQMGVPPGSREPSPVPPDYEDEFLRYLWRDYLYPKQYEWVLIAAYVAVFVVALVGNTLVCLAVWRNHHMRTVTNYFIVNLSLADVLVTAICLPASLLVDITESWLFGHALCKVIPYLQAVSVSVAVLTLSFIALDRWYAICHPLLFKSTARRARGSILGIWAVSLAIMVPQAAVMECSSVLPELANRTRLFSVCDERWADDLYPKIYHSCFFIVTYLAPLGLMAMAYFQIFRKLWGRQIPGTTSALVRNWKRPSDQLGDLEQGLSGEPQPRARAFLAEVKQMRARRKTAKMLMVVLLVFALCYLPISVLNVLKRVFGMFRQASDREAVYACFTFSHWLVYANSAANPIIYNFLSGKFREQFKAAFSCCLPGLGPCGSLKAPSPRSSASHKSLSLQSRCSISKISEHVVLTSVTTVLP
OX1R antag-2: antagonists of human orexin 1 receptor (OX1R) | inhibition, % at 6.6 µM | OX1R-expressing cells, FRET antagonist read-out | Orexin/Hypocretin receptor type 1 (Homo sapiens), O43613 | AID 485270, 2010 | 330,000 compounds, 1.8% hits; in the data active = inhibition mostly above about 38%, no sharp cut-off; inactive = mostly below about 40%;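 note: 0% = agonist challenge alone and 100% = reference antagonist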
The depositor's hits bear a star.

SMILES | OX1R antag-1 | OX1R antag-2
CCOC(=O)c1ccc(NC(=O)Cn2ccc([N+](=O)[O-])n2)cc1 | -9 | 10
COc1ccc(N2CC(NC(=O)NC(C)(C)C)CC2=O)cc1 (stereo unspecified) | -11 | 6
COc1ccc(CC(=O)Nc2ccc(OC)c(NC(=O)c3ccco3)c2)cc1 | -25 | 21
CCCCOc1ccc(C(=O)NCC(=O)N(C)Cc2nc3ccccc3c(=O)[nH]2)cc1 | -33 | 5
O=C(O)C1CCN(C(=O)c2ccco2)CC1 | -16 | 10
Cc1ccc(OC(=O)c2cccc(S(=O)(=O)N3CCN(C)CC3)c2)c(Br)c1 | -30 | 9
Cc1cccc(NC(=O)c2ccc(-n3cccn3)c([N+](=O)[O-])c2)c1 | -15 | 17
Cc1ccc(NC(=O)CN2CCOCC2)cc1 | -14 | 6
CS(=O)(=O)N(CC(=O)NC1CCCC1)c1cccc(F)c1 | -22 | 4
CCCc1nc(SCC(=O)N2CCc3ccccc3C2)c2ccccc2n1 | -1 | 16
Cc1cc(C)n(-c2nc(-c3ccc(Cl)c(Cl)c3)cs2)n1 | -10 | 13
Cc1c(CCO)sc[n+]1CC(=O)OC12CC3CC(CC(C3)C1)C2 | 5 | 3
O=C(CNc1cccc(S(=O)(=O)N2CCOCC2)c1)Nc1ccccc1F | -13 | 10
CCN(C(=S)NCc1ccccc1)c1cccc2ccccc12 | -25 | 35
O=S(=O)(c1ccc(F)cc1)n1ccc(-c2cccc(OCc3c(F)cccc3Cl)c2)n1 | -8 | 19
CCC(=O)NC(=S)Nc1ccc(NC(=O)c2cccnc2)cc1 | -22 | -4
COc1ccc(Cl)cc1C(=O)N1CCN(c2ccccn2)CC1 | -10 | 14
CCOc1ccc(NC(=O)C(C)NS(=O)(=O)c2ccc(NC(C)=O)cc2)cc1 (stereo unspecified) | -25 | 20
CCOC(=O)C1C(=O)CC(C)(O)C(C(=O)OCC)C1c1ccc(C)s1 (stereo unspecified) | -26 | 37
O=C(c1cc(S(=O)(=O)N2CCCC2)c(Cl)cc1Cl)N1CCCC1 | -16 | 29
COC(=O)CSc1nc2sc3c(c2c(=O)n1C1CCCCC1)CCN(C)C3 | -8 | 24
CN(CC(=O)Nc1cccc(F)c1)CC(=O)Nc1cccc(S(=O)(=O)N2CCCCCC2)c1 | -20 | 0
O=C(Nc1ccccn1)C1CCN(S(=O)(=O)c2ccc(Cl)cc2)CC1 | -25 | 18
CCCn1cc(CN2CCCC(C(=O)c3ccc4c(c3)OCO4)C2)c(C)n1 (stereo unspecified) | -24 | 8
Cc1cnc(=O)[nH]c1SCc1ccc(C(F)(F)F)cc1 | -25 | -4
CCCCCCCCCC[N+](C)(C)CC/C=C1/c2ccccc2Sc2ccc(Cl)cc21 | 20 | 2
CC(C)(C)c1ccc(NC(=O)Cn2cnc3cc([N+](=O)[O-])ccc3c2=O)cc1 | 5 | 8
COc1ccc(/C(N)=N/OC(=O)/C=C/c2ccccc2)cc1 | -20 | 7
O=C1OC[C@H]2CCCN2C(=O)[C@@H](CC(=O)N(CCO)Cc2ccccc2)C/C=C\CC[C@@H]1Cc1ccc(F)cc1 | 12 | 12
CC(Nc1cc(N2CCN(C(=O)C(C)(C)C)CC2)ccc1[N+](=O)[O-])c1ccccc1 (stereo unspecified) | -39 | 8
CCCC1C(=O)N2C(N(C)C)=Nc3ccc(C)cc3N2C1=O (stereo unspecified) | -3 | 26
CCOc1ccc2nc(-c3ccccc3)nc(SCC(=O)OC)c2c1 | -18 | 3
C=CCNC(=O)c1ccc(OC)cc1OC | -15 | 15
COc1ccc(CCNC(=O)C(=O)NCC2OCCN2S(=O)(=O)c2ccc(F)cc2)cc1OC (stereo unspecified) | -14 | 6
COc1ccc(C(=O)N/N=C\c2ccoc2)cc1 | 6 | -3
CC(=O)N=c1c(C#N)cc2c(=O)n3cccc(C)c3nc2n1Cc1ccco1 | -10 | 15
CC(NS(=O)(=O)OCC(Cl)(Cl)Cl)c1ccc(Br)cc1 (stereo unspecified) | -15 | 17
CN(CC(=O)NCCN1CCCCCC1)S(=O)(=O)c1cccc2nsnc12 | -19 | 80*
CCOC(=O)c1c(NC(=O)CSc2nnnn2C)sc(CC)c1C | -13 | 14
COc1ccc(-c2ccc(CCC(=O)O)n2CC(=O)Nc2ccccc2C)cc1 | -9 | -2

Filtered by structure, those above with a furan ring, fused or not.
SMILES | OX1R antag-1 | OX1R antag-2
COc1ccc(CC(=O)Nc2ccc(OC)c(NC(=O)c3ccco3)c2)cc1 | -25 | 21
O=C(O)C1CCN(C(=O)c2ccco2)CC1 | -16 | 10
COc1ccc(C(=O)N/N=C\c2ccoc2)cc1 | 6 | -3
CC(=O)N=c1c(C#N)cc2c(=O)n3cccc(C)c3nc2n1Cc1ccco1 | -10 | 15

(listing goes on)
SMILES | OX1R antag-1 | OX1R antag-2
CCOc1ccc(/C=N/NC(=O)COc2ccccc2-c2ccccc2)cc1 | -33 | 11
COc1ccc(NC(=S)N2CCN(c3ncccn3)CC2)cc1 | 1 | 8
Cc1nnc(NC(=O)CSc2n[nH]c(-c3ccccc3C)n2)s1 | -2 | 9
COc1ccccc1/C=C/CN1CC(C)OC(C)C1 (stereo unspecified) | -12 | 2
CCCCNc1c(C(=O)OCC)c(C)nc2c1cnn2CC | -52 | 19
CC(C)C(=O)Nc1ccc(NC(=O)c2ccc([N+](=O)[O-])cc2Cl)cc1 | 14 | 38
CC(=O)Nc1nc(N(C)C)nc(N(C)C)n1 | 0 | 20
CCOC(=O)c1[nH]c2ccc(OCC)cc2c1NC(=O)CN1CCN(c2ccccn2)CC1 | -31 | -1
COc1ccc(CCNC(=O)Cn2c(=O)cnc3ccccc32)cc1 | -11 | 28
COc1cc(/C=C/C(=O)OCC(=O)N2CC(=O)Nc3ccccc32)ccc1O | 3 | 5
Cc1cccc(C)c1OC(=O)CN(c1ccc(Cl)cc1)S(C)(=O)=O | -12 | 5
O=S(=O)(c1ccc2c(c1)CCN2)N1CCOCC1 | -4 | 9
O=C(CN1C(=O)c2ccccc2C1=O)NCC1CCCO1 (stereo unspecified) | 1 | 13
O=S(=O)(NCc1ccc(Cl)cc1)NCc1ccc(Cl)cc1 | 1 | -4
CN1CCN(c2ccccc2NC(=O)COc2ccc(Br)cc2)CC1 | -30 | 11
COc1cnc(SCc2ccc(Cl)cc2)nc1Cl | -18 | 11
O=C(Nc1cccc(-c2nc3ncccc3o2)c1)c1sc2cc(Cl)ccc2c1Cl | -26 | 3
CCOC(=O)C1CCN(C(=O)COc2ccc(S(=O)(=O)NC(C)(C)C)cc2)CC1 | -11 | 16
COc1ccc(-c2cc(=O)oc3cc(OCC(=O)Nc4ccccn4)ccc23)cc1 | 2 | 8
O=C(O)c1ccc(NC(=O)c2cccc(N3C(=O)C4C5CCC(C5)C4C3=O)c2)cc1 (stereo unspecified) | 2 | 2

Quoted at random: two compounds from above, in no set order.
SMILES | OX1R antag-1 | OX1R antag-2
CCOC(=O)C1CCN(C(=O)COc2ccc(S(=O)(=O)NC(C)(C)C)cc2)CC1 | -11 | 16
CCCCNc1c(C(=O)OCC)c(C)nc2c1cnn2CC | -52 | 19

Continuation:
SMILES | OX1R antag-1 | OX1R antag-2
COc1cccc(NC(=O)CN2CCN(CC(=O)Nc3ccccc3Cl)CC2)c1 | -34 | 6
O=C(Nc1nnc(C2CC2)s1)c1n[nH]c(=O)c2ccccc12 | -8 | 30
CCC(C)(C)NC(=O)C(c1cccn1C)N(Cc1ccc(C)cc1)C(=O)Cn1nnc2ccccc21 (stereo unspecified) | -10 | 2
CC1(C)CC(=O)C(CS(=O)(=O)c2ccccc2)=C(O)C1 | -4 | 33
Cc1c(NC(=O)C(C)N2C(=O)C3CCCCC3C2=O)c(=O)n(-c2ccccc2)n1C (stereo unspecified) | 5 | 12
COc1ccc2c(c1)c(CC(=O)Nc1ccc(C(C)=O)cc1)c(C)n2C(=O)c1ccc(Cl)cc1 | 1 | 9
Cc1ccc(S(=O)(=O)N2C[C@@H]3c4ccccc4N(S(=O)(=O)c4ccc(C)cc4)[C@@H]3[C@@H](C)C2CC(=O)c2ccccc2)cc1 (stereo partly specified) | -8 | 8
CCNc1nc(Oc2ccc(C#N)cc2)cc(C(F)(F)F)n1 | -26 | 19
COc1ccc(N2C(=O)C(CC(=O)Nc3ccccc3)N(Cc3ccc4c(c3)OCO4)C2=O)cc1 (stereo unspecified) | -12 | 13
O=C(O)c1cccc(CN2C(=O)S/C(=C/c3ccccc3[N+](=O)[O-])C2=O)c1 | 5 | 42
CCOc1cc(NC(=O)c2ccccc2C)c(OCC)cc1NC(=O)C1=Cc2ccccc2OC1 | -28 | 2
O=C(COC(=O)Cc1ccccc1F)NCCc1ccccc1 | -22 | 3
CC(=O)Nc1ccc(-c2ccccc2)s1 | -10 | 34
Cc1ccc2nc(-c3ccccc3O)c(Nc3ccc4c(c3)OCCO4)n2c1 | -37 | 11
CS(=O)(=O)N(Cc1ccc(C(=O)NCc2ccco2)cc1)c1ccccc1 | -10 | 10
CC(=O)Nc1ccc(NC(=O)C2C3CCC(C3)C2C(=O)O)cc1 (stereo unspecified) | -4 | 24
O=C(Oc1ccc(Cl)cc1)c1ccc(N2CCOCC2)c([N+](=O)[O-])c1 | -22 | 16
COc1c(C)cc(C(=O)C2CCCN(C(=O)CCc3scnc3C)C2)cc1C (stereo unspecified) | -34 | 24
CCCCN1CNC(=S)N(Cc2ccccc2)C1 | -13 | -3
Cc1ccc(C(=O)CC(C(=O)O)n2ccc(C)n2)cc1 (stereo unspecified) | 4 | 20
Cc1cc(C)n2nc(C(=O)OCC(=O)c3ccccc3)nc2n1 | -22 | 1
O=C1c2ccccc2NC(c2ccccc2)N1Cc1ccco1 (stereo unspecified) | -7 | 9
O=C(Nc1ccccc1)C1=C[C@H](C2CCCCC2)C[C@H](OCCCCO)O1 | -19 | 10
CN(C)c1ccc(CNC(=O)c2ccc(CNc3c(N4CCCCC4)c(=O)c3=O)cc2)cc1 | -4 | 7
CC(C)(C)OC(=O)C[C@H]1C/C=C\C[C@@H](CC(=O)NCCO)C(=O)NCCOC1=O | 0 | 6
CCOC(=O)C1=C(C)NC(C)=C(C(=O)OCC)C1c1ccc(C)o1 | -35 | 8
CC(=O)Nc1ccc(C(=O)OCC(=O)Nc2ccc([N+](=O)[O-])cc2C(F)(F)F)cc1 | -3 | 21
COCCCNc1nc(N)c([N+](=O)[O-])c(Nc2ccccc2OC)n1 | -21 | 17
CCOc1ccc(Cl)cc1S(=O)(=O)N1CCC(C(=O)NC2CC2)CC1 | 1 | 8
CC(C)(C)N(Cc1nc(-c2ccccc2)no1)C(=O)c1ccc2c(c1)OCO2 | -36 | 15
Cc1noc(NS(=O)(=O)c2ccc(N/C=C\C(=O)c3ccccc3)cc2)c1C | -9 | 27
Cn1c(=O)c2c(SCC(=O)N3CCCc4ccccc43)nc(CC(C)(C)C)nc2n(C)c1=O | -21 | -9
CCc1nnc(NC(=O)CSc2nnc(C)n2CC2CCCO2)s1 (stereo unspecified) | -7 | 7
Cc1ccnc(NS(=O)(=O)c2ccc(NC(=O)Cc3ccc(Cl)cc3)cc2)n1 | 9 | -8
N#C/C(=C\c1c(N2CCCCC2)nc2ccccn2c1=O)C(=O)NCc1ccco1 | -39 | 21
CC12CN(Cc3ccccc3)CC(C)(CN(Cc3ccccc3)C1)C2=O | -9 | -1
CC(C)C(=O)NC(=S)Nc1sc2c(c1C(N)=O)CCCC2 | 11 | 18
O=C(O)c1cc(S(=O)(=O)N2CCCCCC2)ccc1Cl | -4 | 0
CCOC(=O)C1=C(C)NC(C)=C(C(=O)OCC)C1C(=O)OCC(=O)N(C)C | -22 | 2
Cc1cnn(C(=S)NCc2ccco2)c1 | -10 | 17
Cc1cccc(NC(=O)Cc2cccs2)n1 | -14 | 14
Cc1ccc(-n2ncc3c(NNC(=O)c4ccco4)ncnc32)cc1C | -8 | -2
Cn1nccc1C(=O)N1CCC(Cc2ccccc2)CC1 | -15 | -3
O=C(N/N=C/c1ccc(F)c(F)c1)c1cccc(S(=O)(=O)N2CCCCC2)c1 | -10 | 4
CCOc1ccc(N(CC(=O)Nc2ccc(C)cc2)S(=O)(=O)c2c(C)noc2C)cc1 | -14 | 6
Cc1ccc(C2CCN(C(=S)NC(C)C)C2)cc1 (stereo unspecified) | -19 | 14
CC1(C)CC(=O)/C(=C\c2cccc([N+](=O)[O-])c2)C(C)(C)N1 | 3 | 30
CCOc1ccccc1N1CCN(C(=O)CN2C(=O)NC3(CCCC3)C2=O)CC1 | -22 | 3
CCn1ncc(/C=N/N=C2\CCC3C4CCc5cc(O)ccc5C4CCC23C)c1C (stereo unspecified) | -20 | 19
Cc1cccc(NC(=O)CSc2nnc(CCC(=O)Nc3ccc(C)c(Cl)c3)n2C)c1 | -27 | 20
ClCc1csc(-c2ccccc2Cl)n1 | -15 | 4
COCCNC(=O)c1ccc2c(c1)C(=O)c1ccccc1-2 | -20 | 37*

A portion of the results above, as a working copy:
SMILES | OX1R antag-1 | OX1R antag-2
Cc1cccc(NC(=O)Cc2cccs2)n1 | -14 | 14
Cc1ccc(-n2ncc3c(NNC(=O)c4ccco4)ncnc32)cc1C | -8 | -2
